From PubChem
PG9 binder = binders of HIV-1 gp120 antibody PG9, primary screen, biochemical, TR-FRET; HIV-1 gp120 / PG9 antibody interaction; TR-FRET gp120-PG9 antibody binding; inhibition, % at 6.7 µM; actives 0.43% (n = 360,000); AID 624416, 2012; in the data active = inhibition above about 8.5%
Rev-erbA mod = modulators of Rev-erb alpha DNA binding, primary screen, biochemical, FITC-DNA, fluorescence polarization, uHTS; Rev-erbα–FITC-DNA binding, 90 min; activity, % at 10 µM; actives 0.79% (n = 370,000); AID 1259318, 2017;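 active = activity above about 14%, limit read from the data; passing the limit was not always enough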;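 also: 0% = DMSO wells with 35 nM protein and 100% = DMSO wells with 750 nM protein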
rCAG binder = binders of r(CAG) RNA repeats, primary screen, biochemical, fluorescence. r(CAG) RNA repeat, TO-PRO-1 dye displacement fluorescence. inhibition, % at 3 µM. actives 1.3% (n = 370,000). AID 651821, 2012;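 active = inhibition above the plate cutoff, the mean of all test compounds on that plate plus 3 SD, cut at about 35% in these data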;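 also: 0% = DMSO alone and 100% = 100 µM mitoxantrone as full dye displacement; higher means more dye released from RNA so lower well fluorescence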
TDP2 inh = human TDP2 enzyme inhibitors, primary screen, biochemical, epi absorbance, recombinant enzyme; Tyrosyl-DNA phosphodiesterase 2 (Homo sapiens), O95551; T5PNP hydrolysis, p-nitrophenol absorbance 415 nm; inhibition, % at 12.8 µM; actives 0.34% (n = 370,000);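 active = inhibition above the mean of all tested compounds plus 3 SD, set per campaign, cut at about 25% in these data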;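 also: 0% = DMSO with enzyme and 100% = buffer with substrate but no TDP2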
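System – recombinant human TDP2 · Quantity – TDP2 enzyme at 120 nM final · Doses – single concentration, 12.8 µM nominal, with 1% DMSO · Incubation – 2 h at 37 °C · Measured by – epi absorbance of p-nitrophenol freed from T5PNP by hydrolysis · Read-out – % inhibition relative to enzyme-containing and enzyme-free wells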
HTRA1 inh = HTRA1 serine protease inhibitors, primary screen, biochemical, fluorescence polarization, HTS; Q92743; recombinant HTRA1, FP-rhodamine activity-based probe; inhibition, % at 5.96 µM; actives 0.5% (n = 340,000); AID 504803, 2011; in the data active = inhibition above about 36%;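 also: 0% = enzyme with DMSO and 100% = wells lacking enzyme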
PRMT1 inh = PRMT1 methyltransferase inhibitors, primary screen, biochemical, fluorescence polarization; recombinant PRMT1, activity-based probe fluorescence polarization; inhibition, % at 2.79 µM; actives 1.3% (n = 370,000); AID 652257, 2013;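 active = inhibition above about 21% made by adding two undisclosed values, limit read from the data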
Target sequence (Q99873 whole entry, looked up): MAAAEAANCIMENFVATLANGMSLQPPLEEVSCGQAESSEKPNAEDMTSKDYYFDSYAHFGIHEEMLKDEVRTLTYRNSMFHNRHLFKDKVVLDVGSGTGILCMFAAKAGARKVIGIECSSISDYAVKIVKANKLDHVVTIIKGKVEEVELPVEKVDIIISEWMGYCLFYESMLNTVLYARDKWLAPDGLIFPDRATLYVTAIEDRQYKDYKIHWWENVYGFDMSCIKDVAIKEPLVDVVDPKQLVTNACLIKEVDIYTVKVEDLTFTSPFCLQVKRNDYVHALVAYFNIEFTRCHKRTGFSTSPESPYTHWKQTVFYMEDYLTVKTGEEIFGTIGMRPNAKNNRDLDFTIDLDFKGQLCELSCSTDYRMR
mABHD4 FP = ABHD4 inhibitors, primary screen, biochemical, fluorescence polarization, mouse | (Lyso)-N-acylphosphatidylethanolamine lipase (Mus musculus), Q8VD66 | purified mABHD4, FP-Rh probe fluorescence polarization | inhibition, % at 8.92 µM | actives 0.54% (n = 370,000) | AID 720543, 2013;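 active = inhibition exceeding the mean over every tested compound plus 3 SD, cut at about 30% in these data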;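 also: 0% = plate median of compound wells and 100% = S159A mutant with DMSO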
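Assay system: wild-type mouse ABHD4 protein; compound: single nominal dose of 8.92 µM, 0.89% DMSO final; schedule: 45 min + 60 min at 25 °C; measured by: FP readout, ex 525 nm / em 598 nm; evaluation: % inhibition of FP-Rh probe binding versus controls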
SIAE primary = human SIAE inhibitors, primary screen, biochemical, fluorescence polarization, FP-Rh probe, 1536-well HTS | Sialate O-acetylesterase (Homo sapiens), Q9HAT2 | SIAE FP-Rh probe binding | inhibition, % at 9.66 µM | actives 0.69% (n = 370,000) | AID 1053197, 2014;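 active = inhibition above a cutoff: mean of compounds within the control limits plus 3 SD of those, cut at about 17% in these data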;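 also: 0% = plate median of compound wells and 100% = probe without SIAE protein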
Target sequence (Q9HAT2 whole entry, looked up): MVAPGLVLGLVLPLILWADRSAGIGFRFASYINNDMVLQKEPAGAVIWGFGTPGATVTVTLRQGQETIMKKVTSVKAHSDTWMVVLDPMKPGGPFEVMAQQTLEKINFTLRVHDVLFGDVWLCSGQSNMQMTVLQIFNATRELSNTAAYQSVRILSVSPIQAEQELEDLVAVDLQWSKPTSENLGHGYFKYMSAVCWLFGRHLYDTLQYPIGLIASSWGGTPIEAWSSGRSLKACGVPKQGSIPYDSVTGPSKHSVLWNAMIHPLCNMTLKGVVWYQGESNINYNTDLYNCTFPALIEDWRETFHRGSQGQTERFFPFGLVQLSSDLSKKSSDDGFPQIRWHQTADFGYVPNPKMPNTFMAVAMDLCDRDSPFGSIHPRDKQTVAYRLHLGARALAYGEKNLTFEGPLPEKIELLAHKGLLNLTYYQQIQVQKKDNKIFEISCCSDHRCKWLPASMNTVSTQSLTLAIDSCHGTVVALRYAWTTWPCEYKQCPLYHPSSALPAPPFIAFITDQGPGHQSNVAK
LEDGF integ inh = blockers of LEDGF/p75-dependent integrase strand transfer – biochemical, TR-FRET, high throughput, primary screen; TR-FRET IN-LEDGF/p75 DNA integration, Eu/Cy5; AID 743269, 2014; actives 0.64% (n = 370,000); inhibition, % at 3.7 µM;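 active = inhibition above the screen-wide mean plus 3 SD, cut at about 13% in these data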;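 also: signal is the Cy5 over europium emission ratio at 671 and 618 nm; 0% = plate median of compound wells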
TCR-CD3 inh = inhibitors of human TCR-CD3 interaction, primary screen, biochemical, fluorescence, TAMRA-labeled TCR probe | AID 651800, 2012 | inhibition, % at 9.4 µM | actives 0.37% (n = 360,000); in the data active = inhibition above about 19%;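 also: recombinant mutant TCR 2C K166C tagged with TAMRA read by polarization; 0% = receptor in buffer alone and 100% = receptor with positive control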
Active calls of the source: *. Only part of the results is shown (hit frequency here may not be typical).

How did CCOc1ccc(Cl)cc1CSc1ncn[nH]1 do in these assays?
PG9 binder: -2.5; Rev-erbA mod: 8; rCAG binder: -3; TDP2 inh: -4; HTRA1 inh: 4; PRMT1 inh: -2; mABHD4 FP: -11; SIAE primary: -3; LEDGF integ inh: 2; TCR-CD3 inh: 10

Results for C/C(=C\c1ccccc1)C(=O)Nc1ccc(S(=O)(=O)Nc2ncccn2)cc1 ?
PG9 binder: -2.1; Rev-erbA mod: -4; rCAG binder: 8; TDP2 inh: -19; HTRA1 inh: -1; PRMT1 inh: -1; mABHD4 FP: -6; SIAE primary: -8; LEDGF integ inh: 5; TCR-CD3 inh: 7

Results for Cc1cc(C)c2c(n1)nn1c(C3CC3)cc(C(F)(F)F)nc21 ?
PG9 binder: 0.9; Rev-erbA mod: 10; rCAG binder: 1; TDP2 inh: 0; HTRA1 inh: -1; PRMT1 inh: -2; mABHD4 FP: 1; SIAE primary: 1; LEDGF integ inh: -2; TCR-CD3 inh: -1

What do the screens show for `Cc1cnc(C=O)c2cccc([N+](=O)[O-])c12`?
PG9 binder: 1.1; Rev-erbA mod: 1; rCAG binder: 3; TDP2 inh: 9; HTRA1 inh: 3; PRMT1 inh: 2; mABHD4 FP: 12; SIAE primary: 0; LEDGF integ inh: 2; TCR-CD3 inh: -4

Results for Cc1nn(CC(=O)N2CCOCC2)c(C)c1[N+](=O)[O-] ?
PG9 binder: 0.1; Rev-erbA mod: -1; rCAG binder: 1; TDP2 inh: 10; HTRA1 inh: 4; PRMT1 inh: 0; mABHD4 FP: 9; SIAE primary: 11; LEDGF integ inh: -1; TCR-CD3 inh: -2

Results for Cc1onc(-c2ccc(Cl)cc2Cl)c1-c1csc(COc2ccccc2)n1 ?
PG9 binder: -0.7; Rev-erbA mod: 0; rCAG binder: 0; TDP2 inh: -10; HTRA1 inh: -20; PRMT1 inh: -3; mABHD4 FP: -8; SIAE primary: -9; LEDGF integ inh: -4; TCR-CD3 inh: -3

How did O=S(=O)(c1ccccc1)N(Cc1ccccc1)c1ccccn1 do in these assays?
PG9 binder: -1.5; Rev-erbA mod: 3; rCAG binder: -4; TDP2 inh: -9; HTRA1 inh: 1; PRMT1 inh: -3; mABHD4 FP: -11; SIAE primary: 0; LEDGF integ inh: -2; TCR-CD3 inh: -1

Results for CCCCNC(=O)C1(C)CCN1C(=O)c1cccnc1Oc1ccccc1 (configuration not stated) ?
PG9 binder: 1.5; Rev-erbA mod: 7; rCAG binder: -1; TDP2 inh: 2; PRMT1 inh: 4; mABHD4 FP: -6; SIAE primary: 3; LEDGF integ inh: -2; TCR-CD3 inh: -8

Results for O=C1CCC(C(=O)N2CCCO2)CN1Cc1cccc(C(F)(F)F)c1 (configuration not stated) ?
PG9 binder: -1.3; Rev-erbA mod: 3; rCAG binder: -4; TDP2 inh: 7; HTRA1 inh: 0; PRMT1 inh: 2; mABHD4 FP: 2; SIAE primary: 1; LEDGF integ inh: 0; TCR-CD3 inh: -2

What do the screens show for `O=C(/C=C/c1ccc(F)cc1)N1CCN(Cc2ccccc2)CC1`?
PG9 binder: -1.7; Rev-erbA mod: 2; rCAG binder: -6; TDP2 inh: 3; PRMT1 inh: -8; mABHD4 FP: -1; SIAE primary: 7; LEDGF integ inh: 0; TCR-CD3 inh: 4

Results for Cc1ccc(C)c(C2=CSC3=NCCN23)c1 ?
PG9 binder: 0.3; Rev-erbA mod: 9; rCAG binder: -3; TDP2 inh: -2; HTRA1 inh: 6; PRMT1 inh: 2; mABHD4 FP: 4; SIAE primary: 0; LEDGF integ inh: 0; TCR-CD3 inh: -3

What do the screens show for `O=C(O)C1CCCN1c1ncccn1` (configuration not stated)?
PG9 binder: -0.8; Rev-erbA mod: -4; rCAG binder: -2; TDP2 inh: -6; HTRA1 inh: 5; PRMT1 inh: -3; mABHD4 FP: -6; SIAE primary: -3; LEDGF integ inh: -1; TCR-CD3 inh: 0

How did CCS(=O)(=O)N1CCN=C1SCc1cccnc1 do in these assays?
PG9 binder: -2.2; Rev-erbA mod: -2; rCAG binder: 0; TDP2 inh: 6; HTRA1 inh: -1; PRMT1 inh: 2; mABHD4 FP: 3; SIAE primary: 3; LEDGF integ inh: 1; TCR-CD3 inh: 5

Results for COc1ccc2[nH]c3c(c2c1)CCN1C(=O)C(CC(=O)NCc2cccc(C(F)(F)F)c2)C[C@H](C(=O)N2CCCCC2)[C@@]31CCc1ccccc1 (some centres not stated) ?
PG9 binder: -0.7; Rev-erbA mod: -4; rCAG binder: 4; TDP2 inh: -4; HTRA1 inh: 0; PRMT1 inh: 0; mABHD4 FP: 4; SIAE primary: 0; LEDGF integ inh: -3; TCR-CD3 inh: 2

How did O=C(NC1CCCCC1)C(c1cc2ccccc2o1)N1CCOCC1 (configuration not stated) do in these assays?
PG9 binder: -2.5; Rev-erbA mod: -6; rCAG binder: -2; TDP2 inh: 2; PRMT1 inh: 0; mABHD4 FP: 2; SIAE primary: 7; LEDGF integ inh: 2; TCR-CD3 inh: -2

Results for COC(=O)c1ccc(C2C(C(=O)c3cc4ccccc4o3)=C(O)C(=O)N2c2cc(C)on2)cc1 (configuration not stated) ?
PG9 binder: 3.7; Rev-erbA mod: 3; rCAG binder: 24; TDP2 inh: 3; HTRA1 inh: -2; PRMT1 inh: 5; mABHD4 FP: -1; SIAE primary: 1; LEDGF integ inh: -1; TCR-CD3 inh: -14

How did COc1ccc(-c2cc(=O)oc3cc(OCC(=O)NCC4CCC(C(=O)O)CC4)ccc23)cc1 (configuration not stated) do in these assays?
PG9 binder: -0.9; Rev-erbA mod: -2; rCAG binder: 15; TDP2 inh: 4; HTRA1 inh: -2; PRMT1 inh: 2; mABHD4 FP: 3; SIAE primary: 15; LEDGF integ inh: 3; TCR-CD3 inh: -7

How did O=C(COC(=O)CNC(=O)C1CCCCC1)Nc1ccc2ccccc2c1 do in these assays?
PG9 binder: -1.0; Rev-erbA mod: 3; rCAG binder: 8; TDP2 inh: 5; HTRA1 inh: -7; PRMT1 inh: -2; mABHD4 FP: -1; SIAE primary: 1; LEDGF integ inh: -4; TCR-CD3 inh: 5

What do the screens show for `CC(Sc1nnc2n1CCCCC2)C(=O)Nc1ccccc1[N+](=O)[O-]` (configuration not stated)?
PG9 binder: 0.6; Rev-erbA mod: -6; rCAG binder: 2; TDP2 inh: -1; HTRA1 inh: 5; PRMT1 inh: 4; mABHD4 FP: 6; SIAE primary: -3; LEDGF integ inh: -2; TCR-CD3 inh: 1

What do the screens show for `O=C(NNC(=O)C1CCCCC1)c1ccco1`?
PG9 binder: 0.0; Rev-erbA mod: -1; rCAG binder: -2; TDP2 inh: 10; HTRA1 inh: 6; PRMT1 inh: -2; mABHD4 FP: 0; SIAE primary: 9; LEDGF integ inh: 2; TCR-CD3 inh: 6

How did COc1ccc(CCN2C(=O)CC(NNC(=O)c3ccccc3Br)C2=O)cc1 (configuration not stated) do in these assays?
PG9 binder: -3.4; Rev-erbA mod: -2; rCAG binder: 1; TDP2 inh: -9; HTRA1 inh: 2; PRMT1 inh: -2; mABHD4 FP: -6; SIAE primary: -1; LEDGF integ inh: 2; TCR-CD3 inh: 16

How did O=c1c2ccccc2n2cnnc2n1-c1ccccc1 do in these assays?
PG9 binder: 1.6; Rev-erbA mod: 0; rCAG binder: 3; TDP2 inh: -7; HTRA1 inh: 1; PRMT1 inh: 12; mABHD4 FP: -2; SIAE primary: -3; LEDGF integ inh: -2; TCR-CD3 inh: 2

Results for O=C(COC(=O)c1c2ccccc2cc2ccccc12)NCC(F)(F)F ?
PG9 binder: -2.3; Rev-erbA mod: 0; rCAG binder: 3; TDP2 inh: -1; HTRA1 inh: -19; PRMT1 inh: -1; mABHD4 FP: -10; SIAE primary: -18; LEDGF integ inh: 0; TCR-CD3 inh: 12

How did CC1(C)CC(=O)C2=C(C1)NC(=O)NC2c1ccccc1 (configuration not stated) do in these assays?
PG9 binder: -1.3; Rev-erbA mod: 1; rCAG binder: -4; TDP2 inh: 4; HTRA1 inh: -3; PRMT1 inh: -2; mABHD4 FP: -2; SIAE primary: -3; LEDGF integ inh: 0; TCR-CD3 inh: 1

Three neighbouring entries out of the list so far:
How did CCOc1ccc(Cl)cc1CSc1ncn[nH]1 do in these assays?
PG9 binder: -2.5; Rev-erbA mod: 8; rCAG binder: -3; TDP2 inh: -4; HTRA1 inh: 4; PRMT1 inh: -2; mABHD4 FP: -11; SIAE primary: -3; LEDGF integ inh: 2; TCR-CD3 inh: 10

Results for C/C(=C\c1ccccc1)C(=O)Nc1ccc(S(=O)(=O)Nc2ncccn2)cc1 ?
PG9 binder: -2.1; Rev-erbA mod: -4; rCAG binder: 8; TDP2 inh: -19; HTRA1 inh: -1; PRMT1 inh: -1; mABHD4 FP: -6; SIAE primary: -8; LEDGF integ inh: 5; TCR-CD3 inh: 7

Results for Cc1cc(C)c2c(n1)nn1c(C3CC3)cc(C(F)(F)F)nc21 ?
PG9 binder: 0.9; Rev-erbA mod: 10; rCAG binder: 1; TDP2 inh: 0; HTRA1 inh: -1; PRMT1 inh: -2; mABHD4 FP: 1; SIAE primary: 1; LEDGF integ inh: -2; TCR-CD3 inh: -1

Remaining list, next part:
Results for CC(=O)N1CCN(C(=O)c2cc3c(s2)CCC(C)C3)CC1 (configuration not stated) ?
PG9 binder: -1.5; Rev-erbA mod: 4; rCAG binder: -2; TDP2 inh: -4; HTRA1 inh: 4; PRMT1 inh: -3; mABHD4 FP: -5; SIAE primary: -7; LEDGF integ inh: 5; TCR-CD3 inh: 1

Results for Nc1cc(F)ccc1N1CCCCCC1 ?
PG9 binder: -0.7; Rev-erbA mod: 0; rCAG binder: 0; TDP2 inh: 1; HTRA1 inh: 15; PRMT1 inh: -8; mABHD4 FP: 1; SIAE primary: 4; LEDGF integ inh: 3; TCR-CD3 inh: 4

How did Cc1ccc(CN2CCc3[nH]c(=S)[nH]c(=O)c3C2)cc1 do in these assays?
PG9 binder: -2.7; Rev-erbA mod: 5; rCAG binder: 3; TDP2 inh: 13; HTRA1 inh: 3; PRMT1 inh: 1; mABHD4 FP: 2; SIAE primary: 4; LEDGF integ inh: 1; TCR-CD3 inh: 6

How did COc1ccc(C2=[N+](C)CCn3cccc32)c(OC)c1 do in these assays?
PG9 binder: 0.3; Rev-erbA mod: -4; rCAG binder: 1; TDP2 inh: 4; HTRA1 inh: -3; PRMT1 inh: -2; mABHD4 FP: 3; SIAE primary: 6; LEDGF integ inh: -4; TCR-CD3 inh: 7
